UTI89 phage lysis: inhibition of K1F phage lysis, E. coli UTI89, bacterial capsule biogenesis inhibitors, alamar blue (AID 488966) | E. coli UTI89 K1F phage lysis, alamar blue, 2 h; higher % means a stronger effect | inhibition, % at 100 µM; hits with a dose series show IC50 in µM | actives 0.02% (n = 340,000);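 active = phage lysis inhibition, versus mean bacterial control, above a set limit; inconclusive = no clear call, values can overlap the other calls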;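 note: capsule biogenesis inhibitors block K1F phage lysis so surviving cells raise fluorescence; higher fluorescence means more inhibition of phage lysis; actives were called in the ten point dose series up to 300 µM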
Myeloid diff MLP: induction of myeloid progenitor differentiation, primary screen, cell-based, flow cytometry, MLPCN library; ER-HoxA9 myeloid progenitors, lysozyme-GFP differentiation; calls only at 10 µM; actives 1% (n = 360,000);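 active = normalized GFP-positive differentiation at or above the plate's own cutoff, the solvent-only control mean plus 3 SD; inconclusive = no clear call, values can overlap the other calls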;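 note: cells exposed to compound for four days before flow analysis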
RSV antiviral HEp-2: RSV antiviral activity via CPE protection, HEp-2 cells, primary 10 µM value included (AID 2391); actives 0.13% (n = 310,000); HEp-2 cells, RSV-induced CPE inhibition; higher % means a stronger effect; CPE inhibition, % at 10 µM; hits with a dose series show IC50 in µM; in the data active = a potency from the dose series; inconclusive = CPE inhibition mostly from about 23% at the one dose, without a potency; inactive = the rest, 99 in 100 with CPE inhibition below about 21%; note: strong numbers were not always called active
T cell HTS: modulators of CD8 T cell-vesicle binding, primary screen, mouse 2C CD8+ T cells, flow cytometry; 2C CD8+ T cell-vesicle binding; active compounds read low; calls only at 7 µM; actives 0.068% (n = 330,000); AID 2052, 2009;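 active = response, share of CD8 T cells binding vesicles, and their 90th percentile fluorescence all below set limits, cut at about 80% in these data, passing the limit was not always enough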
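Assay system: 2C TCR transgenic mouse naive CD8+ T cells, MACS-purified | Read-out: CD8+ gate FL2 mean fluorescence as % of same-row positive control | Signal: High-throughput flow cytometry with anti-B7-1 and anti-CD8 staining | Timing: Binding step 1.5 h, 37 °C, antibody labelling 20 min, ice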
PhoP inhibition: inhibitors of PhoP regulon expression, primary screen, Salmonella Typhimurium, GFP reporter (AID 1863); one-dose inhibition, % at 50 µM; IC50 in µM for titrated hits; actives 0.16% (n = 300,000); S. Typhimurium PhoP-regulated promoter GFP reporter, 4 h; higher % means a stronger effect;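 active = inhibition over 29.93%, a cutoff 3 SD above the screen mean, later confirmed by dose response; inconclusive = inhibition over 29.93% but no dose response follow-up; inactive = inhibition at most 29.93% or unconfirmed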;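 note: 0% = low Mg2+ inducing control and 100% = high Mg2+ repressing control; strong numbers were not always called active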
NTR1 ag: agonists of NTR1, primary screen, imaging, U2OS cells, beta-arrestin-GFP, high content (AID 493036); activation, % at 20 µM; NTR1-U2OS beta-arrestin-GFP spot imaging, agonist mode; Neurotensin receptor type 1 (Homo sapiens), P30989; actives 0.17% (n = 330,000);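 active = activation at or above 40% of the spot to cytoplasm intensity ratio, with at least 20 cells analyzed; inconclusive = wells under 20 cells, flagged as cytotoxic or low count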;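 note: 0% = DMSO without peptide and 100% = 100 nM NTR1 peptide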
Target sequence (P30989 whole entry, looked up): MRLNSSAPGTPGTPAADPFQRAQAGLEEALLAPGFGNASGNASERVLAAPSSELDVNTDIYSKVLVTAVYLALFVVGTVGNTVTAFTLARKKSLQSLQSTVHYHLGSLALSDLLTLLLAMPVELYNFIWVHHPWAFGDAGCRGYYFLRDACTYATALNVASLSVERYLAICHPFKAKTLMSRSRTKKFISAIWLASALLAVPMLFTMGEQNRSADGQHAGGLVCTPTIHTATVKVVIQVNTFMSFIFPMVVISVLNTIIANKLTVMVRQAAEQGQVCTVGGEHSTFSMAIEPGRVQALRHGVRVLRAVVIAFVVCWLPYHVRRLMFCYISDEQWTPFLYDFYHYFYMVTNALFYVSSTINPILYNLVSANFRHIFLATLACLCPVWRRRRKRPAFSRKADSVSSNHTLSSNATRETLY
Large T inhibition: SV40 large T antigen inhibitors, biochemical (AID 1903); SV40 large T antigen ATPase/helicase inhibition assay; higher % means a stronger effect; one-dose inhibition, % at 20 µM; IC50 in µM for titrated hits; actives 0.39% (n = 310,000); in the data active = a potency from the dose series; inconclusive = inhibition mostly from about 32% at the one dose, without a potency; inactive = the rest, 99 in 100 with inhibition below about 32%; note: strong numbers were not always called active
TNAP activators: human TNAP enzyme activators, primary screen, biochemical, luminescent, no phosphate acceptor, uHTS (AID 1001). Alkaline phosphatase, tissue-nonspecific isozyme (Homo sapiens). purified TNAP, luminescent activation assay, no phosphate acceptor; higher activation fold means a stronger effect. one-dose activation fold at 20 µM; EC50 in µM for titrated hits. actives 0.03% (n = 200,000); in the data active = activation fold from about 3, or a potency from the dose series; inactive = the rest, 99 in 100 with activation fold below about 1.6; note: many of its hits are not listed in these tables
MgcRacGAP inhibition: MgcRacGAP GTPase-activating activity inhibitors, confirmation, biochemical, ADP Hunter fluorescence | MgcRacGAP-stimulated Rac1 GTP hydrolysis, ADP Hunter fluorescence; higher % means a stronger effect; GST-tagged Rac1 F28L mutant substrate | AID 624330, 2012 | Rac GTPase-activating protein 1 (Homo sapiens) | inhibition, % at 30 µM, or IC50 in µM where a hit was titrated | actives 0.6% (n = 340,000);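 active = first-screen hits whose inhibition reached a set limit at any dose in the follow-up dose series; inconclusive = inhibition above the set first-screen limit but never retested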;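 note: fluorescence reports GDP produced by GAP-driven GTP hydrolysis; strong numbers were not always called active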
T cell HTS vesicle-bound %: further read-out of T cell HTS, marked with its call; double positive events, %; measured here: CD8+ vesicle-bound cell fraction;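 binding gate set so that unloaded-vesicle control wells show 10% double positive cells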
NTR1 ag cell count 20 µM: further read-out of NTR1 ag, marked with its call; cell count; measured here: cell count, cytotoxicity flag
Myeloid diff MLP GFP+ MAC1+ %: second read-out of Myeloid diff MLP, no call of its own (marks repeat the call); GFP+ MAC1+ double positive, %; measured here: differentiation confirmed by MAC1 staining
* = called active by the depositor; i = inactive; ? = inconclusive; / = not tested or not shown; + = active, no number; & = joins results of further samples; [ ] = dose if it differs, or a comment.

SMILES	UTI89 phage lysis	Myeloid diff MLP	Myeloid diff MLP GFP+ MAC1+ %	RSV antiviral HEp-2	T cell HTS	T cell HTS vesicle-bound %	PhoP inhibition	NTR1 ag	NTR1 ag cell count 20 µM	Large T inhibition	TNAP activators	MgcRacGAP inhibition
O=C(CSC(=S)N1CCOCC1)Nc1nc(=O)c2ccccc2s1	/	/	/	1.1%	i	50	-2%	-1.1	88	20%	1	/
COc1ccccc1C(=O)NC(=O)COC(=O)c1ccc(C)o1	-0.9%	i	0.1	-1.6%	i	55	1%	0.0	65	13%	/	6%
CC(C)CCNC(=O)Cc1ccccc1[N+](=O)[O-]	2.2%	i	11	2.0%	i	27	5%	-0.5	43	23%	1.1	1%
O=C(OCc1cc([N+](=O)[O-])cc2c1OCOC2)c1cccnc1SC(F)F	1.1%[50 µM]	i	0.7	/	/	/	/	1.1	60	/	/	-1%
O=C(CN1C(=O)NC2(CCCC2)C1=O)Nc1cc(Cl)ccc1N1CCCCC1	0.0%	i	1.2	3.6%	i	5	4%	1.2	62	12%	/	3%
CCCCCCC[C@@H](C/C=C/CCC(=O)N(C)C/C(=C/Cl)C/C(=C\C(=O)N1CC(OC)=CC1=O)OC)OC	-0.2%	i	1.4	/	i	28	/	37	64	/	/	3%
CCCC(NCC(O)COc1ccc(-c2ccccc2)cc1)c1ccccc1 (centres undefined)	-0.7%	?	/	-4.2%	i	42	-7%	22	39	-1%	1.1	2%
COC(=O)C1=C(C(=O)OC)C2(OC1c1ccc(Br)cc1)C(=O)c1ccccc1C2=O (centres undefined)	1.6%	i	0.9	1.2%	i	47	3%	-0.7	87	12%	1	2%
O=C(CSc1nc2ccccc2[nH]1)N/N=C/c1ccco1	0.0%	i	0.3	0.9%	i	11	12%	-0.7	52	3%	/	4%
CN(C(=O)C1CCN(c2ncnc3c2nc2n3CCCCC2)CC1)C1CCCCC1	0.1%	i	1.1	2.0%	i	15	-2%	-0.1	49	22%	/	13%
O=C(COC(=O)c1ccco1)Nc1ccc(Cl)cn1	-3.4%	i	0.7	/	i	35	/	2.3	66	/	/	7%
CCN(CC)C(=O)CSc1nc2cc3c(cc2c(=O)n1CCCC(=O)NCc1ccc(OC)cc1)OCO3	0.0%	i	0.9	0.8%	i	26	-1%	0.8	57	8%	1.1	5%
CCCc1cc(=O)[nH]c(SCc2ccccc2)n1	3.6%	i	0.1	1.3%	i	40	-11%	1.2	80	18%	1.1	2%
Cc1ccc(CN2CCN(Cc3cccc(C)n3)CC2CCO)cc1 (centres undefined)	0.0%	i	0.4	-0.1%	i	58	-9%	-1.8	68	6%	1.1	6%
O=C(Nc1cc(S(=O)(=O)N2CCCCC2)ccc1O)c1ccccc1NS(=O)(=O)c1ccc(F)cc1	0.5%&-1.4%	i	1.7&0.8	20%	i	46	-12%	2.4	46	15%	1	0%&6%
COc1ccc(Cc2n[nH]c(=O)c3ccccc23)cc1OC	-4.4%	i	2.1	18%	i	35	-10%	0.3	96	8%	1	-2%
O=C(Nc1ccc(CN2CCOCC2)cc1)c1ccc(-c2ccc(Br)cc2)o1	-0.2%	i	4.9	?	i	29	-10%	12	47	4%	1	10%
O=C(Nc1c(-c2cccs2)nc2ccccn12)c1ccc2ccccc2c1	/	/	/	0.2%	i	33	-6%	-1.8	78	9%	0.9	/
CNCc1ccccc1Sc1cccc2ccccc12	4.4%[50 µM]	i	1.1	12%	i	48	15%	1.2	56	14%	1.1	6%
COc1ccccc1NC(=O)C(=O)NCc1ccncc1	0.1%	i	0.9	1.1%	i	59	0%	0.6	93	2%	1.2	-8%
COc1ccc(C2(c3ccc(OC)cc3)NC(=O)N(CC(=O)Nc3cc(C)ccc3OC)C2=O)cc1	0.4%[50 µM]	i	2.8	0.6%	i	17	3%	1.3	59	-5%	/	2%
O=C(COC(=O)c1nc(Cl)ccc1Cl)NC1CCCCC1	0.8%[50 µM]	i	0.8	-0.4%	i	26	/	-1.8	64	/	/	8%
CCOc1ccc(/C=C2\SC(=S)N(CCCC(=O)NCCCN3CCOCC3)C2=O)cc1	-0.1%	i	0.8	?	i	21	8%	-2.2	36	3%	/	6%
O=C(N/N=C\c1cccnc1)C1c2ccccc2Oc2ccccc21	-1.0%	i	0.3	-0.8%	i	48	5%	-0.2	56	13%	1.1	3%
CCOC(=O)c1c(C)oc2c1cc(O)c1ccccc12	-0.7%	i	0.7	26%	i	18	1%	-0.7	37	/	1.1	0%

(list continues)
SMILES	UTI89 phage lysis	Myeloid diff MLP	Myeloid diff MLP GFP+ MAC1+ %	RSV antiviral HEp-2	T cell HTS	T cell HTS vesicle-bound %	PhoP inhibition	NTR1 ag	NTR1 ag cell count 20 µM	Large T inhibition	TNAP activators	MgcRacGAP inhibition
Cc1ccc2nc(NC(=O)CN3C(=O)NC4(CCCC4)C3=O)sc2c1	0.9%[50 µM]	i	0.3	-1.3%	i	22	2%	-2.0	59	14%	/	10%
Cc1nc(N2CCOCC2)[nH]c(=O)c1C	-2.3%	i	0.3	0.2%	i	36	-4%	0.2	19	24%	1.1	5%
COc1ccc(C(=O)OCC(=O)c2ccc(CNC(C)=O)s2)cc1	0.7%[50 µM]	i	0.3	-0.4%	i	26	/	-1.4	45	/	/	3%
CCOc1ccc(N(C(C)C(=O)N2CCCCCC2)S(C)(=O)=O)cc1 (centres undefined)	0.1%	i	0.4	8.4%	i	37	-4%	0.2	49	8%	/	8%
CCn1cnc2c1c(=O)n(CC(=O)NCC(F)(F)F)c(=O)n2Cc1ccccc1	0.3%	i	0.2	3.9%	i	48	2%	0.6	47	6%	1.1	0%
Cc1cccc(N2CCN(C(=O)c3nn(C)c4c3CS(=O)(=O)c3ccccc3-4)CC2C)c1 (centres undefined)	0.2%	i	0.7	9.0%	i	13	0%	2.3	81	7%	/	0%
CSc1nc(Oc2ccc(F)cc2)c2ccccc2n1	0.6%	i	0.5	2.7%	i	35	-1%	1.3	45	1%	1.1	7%
CCCCNC(=O)CSc1nnc(-c2c[nH]c3ccccc23)n1CC1CCCO1 (centres undefined)	-0.7%	i	4.9	0.3%	i	34	15%	3.7	49	14%	1.1	5%
Cc1cc(=O)n2nc(N3CCCC(C(=O)NC(C)c4ccccc4)C3)sc2n1 (centres undefined)	0.0%	i	0.9	0.7%	i	43	-9%	-0.6	106	2%	1.2	5%
O=C(Oc1cc(=O)oc2ccccc12)c1cccnc1Cl	0.0%	i	0.5	2.2%	i	56	-7%	2.9	90	7%	1	-4%
Cc1ccc2c(c1)C(=O)C(=O)N2CCOc1ccccc1	1.7%	/	/	4.3%	i	23	1%	5.5	48	13%	0.9	11%
O=C(CN1CCN(Cc2ccccc2)CC1)Nc1nc2ccccc2s1	0.2%	i	1.1	0.7%	i	51	4%	-0.6	94	4%	/	14%
CC(=O)c1ccc(-c2ccc(-c3cc(=O)oc4c(C(C)C)ccc(C)c34)cc2)cc1	0.5%	i	0.6	/	/	/	/	11	52	/	/	9%
COc1ccc(S(=O)(=O)N2CCCC2C(=O)Nc2nccs2)cc1 (centres undefined)	0.4%	i	0.6	0.7%	i	25	-4%	-0.6	59	1%	1.1	11%
COc1ccccc1C(=O)COC(=O)c1cc(S(=O)(=O)N2CCCCC2)ccc1N1CCOCC1	-0.1%[50 µM]	?	/	-1.7%	i	15	-2%	0.9	63	9%	/	-4%
COc1cc(SC)ccc1C(=O)Nc1cc(C)c(OCC(=O)N2CCOCC2)c(C)c1	-0.5%[50 µM]	i	0.7	10%	i	70	-7%	-0.9	56	6%	/	6%
S=c1[nH]nc(-c2cccnc2)n1C1CCCCC1	2.8%	i	0.8	2.9%	i	44	-5%	1.6	45	16%	0.9	-1%
Cc1ccc(C(=O)COC(=O)CN2C(=O)C3C4CCC(C4)C3C2=O)cc1C (centres undefined)	0.2%	i	0.0	/	/	/	/	-0.4	87	/	/	6%
O=C(Nc1ccc([N+](=O)[O-])cc1)c1ccccc1	i	i	0.1	16%	i	69	2%	1.7	51	2%	/	16%
COc1ccc(C2N(Cc3ccccc3)CC(=O)N2/N=C(\C)c2ccccc2)cc1 (centres undefined)	13%	i	0.3	1.0%	i	39	8%	1.3	47	2%	1	-6%
COc1ccccc1NS(=O)(=O)c1ccc2oc(=S)[nH]c2c1	-0.1%	i	0.6	0.5%	i	13	-9%	-0.3	63	31%	/	3%
COc1ccc(-c2nc3ccccn3c2/N=C/c2ccc(OC)c(OC)c2)cc1O	1.6%	i	0.4	-0.1%	i	31	4%	-0.3	58	?	0.9	26%
COC(=O)C1CCCCN1C(=O)c1cc(COc2cccc3cnccc23)on1 (centres undefined)	0.1%	i	1.6	-0.8%	i	4	7%	-0.1	65	-7%	/	7%
CCN(CC)c1ccc(C(=O)NNC(=O)CCc2nc3ccccc3c(=O)[nH]2)cc1	0.5%[50 µM]	i	1.0	0.6%	i	21	3%	3.8	51	10%	/	8%
COc1ccc(CN2CCN(CCCc3ccccc3)CC2)c(OC)c1	/	/	/	-2.4%	i	36	2%	-0.1	60	0%	1	/
Cc1cc(=O)oc2c(N)c(O)ccc12	2.9%	i	1.3	-0.6%	i	56	4%	-1.0	57	0.77µM*	1.1	?
COC(=O)Cn1c(C)nc2ccccc21	5.4%	i	4.0	0.2%	i	35	33%	-0.7	52	-2%	1.1	9%
O=c1c2c3c(sc2n(CCN2CCCCC2)c(=O)n1Cc1ccco1)CCCCC3	2.4%	i	0.5	-1.1%	i	49	14%	3.8	39	-5%	1	6%
CCCCC(C(=O)O)C(C)CC(=O)Nc1ccn(-c2ccccc2)n1 (centres undefined)	0.0%	i	1.3	0.7%	i	29	9%	0.0	48	6%	1.1	10%
Cc1ccc(S(=O)(=O)N2[C@@H](c3ccc4c(c3)OCO4)C(C(=O)O)=C[C@H]2CC2CCCC2)cc1	0.1%	+	5.4*	/	i	14	/	6.3	59	/	/	1%

Screening results (PubChem)
